Compound activity from PubChem BioAssay.
PV pol inh – poliovirus RNA polymerase inhibition; % elongation, % (compound at 16.7 µg/mL); poliovirus polymerase elongation, fluorescence polarization; stronger effect = lower value; P03300; 150,000 compounds, 0.66% hits; in the data active = % elongation below about 90%; note: some results filed as inactive read as strong as hits
Target sequence (P03300 1749-2209 limits assumed): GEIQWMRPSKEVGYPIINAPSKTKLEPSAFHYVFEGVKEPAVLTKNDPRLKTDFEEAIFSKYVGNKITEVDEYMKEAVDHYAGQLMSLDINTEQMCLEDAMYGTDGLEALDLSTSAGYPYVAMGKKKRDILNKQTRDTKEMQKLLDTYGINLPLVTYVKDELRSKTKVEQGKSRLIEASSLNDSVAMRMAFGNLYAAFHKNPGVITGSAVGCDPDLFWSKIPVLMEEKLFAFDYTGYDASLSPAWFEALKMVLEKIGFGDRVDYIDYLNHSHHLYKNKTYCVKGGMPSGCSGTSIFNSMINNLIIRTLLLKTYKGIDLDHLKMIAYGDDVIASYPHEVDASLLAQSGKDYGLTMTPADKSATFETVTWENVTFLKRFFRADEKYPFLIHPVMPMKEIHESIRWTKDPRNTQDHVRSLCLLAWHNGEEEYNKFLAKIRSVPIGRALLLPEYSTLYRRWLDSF
PV pol inh FP z-score – further read-out of PV pol inh, marked with its call; z-score; measured here: FP z-score; hits read low
* hit, by the source's call; & = joins results of further samples. Only part of the results is shown. The share of hits here may be higher or lower than overall.

SMILES | PV pol inh | PV pol inh FP z-score
Cc1cc(C)n(-c2nc3cc(Cl)ccc3nc2N2CCN(c3cccc(C)c3C)CC2)n1 | 102.0 | -1
Cc1ccc(C)c(CN2C(=O)c3ccccc3S(=O)(=O)c3ccc(C(=O)N4CCCCC4)cc32)c1 | 106.0 | 0.2
O=C(CCc1nnc2n(Cc3ccc(F)cc3)c(=O)c3ccccc3n12)NC1CCCCCC1 | 101.0 | -0.7
COC(=O)c1c(CSC(=N)N)nc2n(Cc3ccccc3)c3ccccc3n12 | 106.0 | 0.2
CCOc1ccc(NC(=O)CN2CCN(CC(=O)Nc3ccc(F)cc3F)CC2)cc1 | 108.0 | 0.3
O=C(O)CCc1nc2cc(Cl)ccc2n(Cc2ccccc2)c1=O | 100.0 | -0.1
CCOC(=O)c1cccc(NC(=O)CNC(=O)C2CCCCC2)c1 | 99.0 | -0.8
CS(=O)(=O)N(CC(=O)Nc1ccc(S(=O)(=O)N2CCCC2)cc1)c1ccc2c(c1)OCO2 | 101.0 | -0.2
O=C(Nc1c(C(=O)N2CCCCC2)cnn1-c1ccccc1)c1ccccc1 | 109.0 | 0.7
Cc1ccc(C(CN2CCOCC2)c2nc(-c3ccccc3)nn(CN3CCOCC3)c2=O)cc1 (stereo unspecified) | 100.0 | -0.1
O=C(Nc1ccccc1)N(O)c1ccc(Cl)cc1 | 103.0 | 0.3
Clc1cccc(Oc2ncnc3sccc23)c1Cl | 101.0 | -0.6
COc1ccc(CC(=O)Nc2nc(-c3ccccc3)cs2)cc1 | 101.0 | -0.2
O=C(c1ccccc1)c1c(CS(=O)(=O)c2ccc(C(F)(F)F)cn2)[nH]n(-c2ccccc2)c1=O | 111.0 | 1
CN1c2ccccc2N(Cc2ccccc2)C(=O)C1(C)C | 100.0 | 0
CN(C)CC#Cc1cncc(C(=O)NN)c1 | 103.0 | -0.1
COc1ccc(N(Cc2nnc3n2CCCCC3)C(=O)Nc2ccc(Cl)cc2)cc1Cl | 110.0 | 0.6
CC1CN=C(Nc2cccc3ccccc23)S1 (stereo unspecified) | 102.0 | 0.2
O=C(COc1ccccc1)Nc1ccc2nc(SCC(=O)N3CCc4ccccc43)sc2c1 | 103.0 | -1
COc1ccc(N2CCN(C(CNS(=O)(=O)c3ccc(OC)c(C)c3)c3ccco3)CC2)cc1 (stereo unspecified) | 108.0 | 0.1

A few values from above.
Value for `Cc1ccc(C(CN2CCOCC2)c2nc(-c3ccccc3)nn(CN3CCOCC3)c2=O)cc1` (stereo unspecified) in PV pol inh FP z-score: -0.1
Value for `CCOc1ccc(NC(=O)CN2CCN(CC(=O)Nc3ccc(F)cc3F)CC2)cc1` in PV pol inh: 108.0

(cont.)
SMILES | PV pol inh | PV pol inh FP z-score
Cc1c(-c2nc(-c3ccc4c(c3)OCO4)no2)nnn1-c1ccc(Br)cc1F | 113.0 | 0.5
CC1CC(C)CN(CCCNc2cnnc3c(Cl)cccc23)C1 (stereo unspecified) | 101.0 | -0.3
Cc1ccc2cccc(OCC(=O)N3C(C)CCCC3C)c2n1 (stereo unspecified) | 107.0 | 0.5
CCNc1nc(NC2CC2)nc(N(C)C#N)n1 | 102.0 | 0
Cc1ccc(CN(C(=O)c2ccc(OCC(C)C)cc2)c2ccccn2)o1 | 104.0 | -0.2
CON(S(=O)(=O)c1ccccc1)S(=O)(=O)c1ccccc1 | 101.0 | 0.2
CN(CC(=O)NC1CCSc2ccccc21)S(=O)(=O)c1ccc(F)cc1 (stereo unspecified) | 111.0 | 0.3
O=c1c2nnn(-c3cccc(Cl)c3)c2ncn1C/C=C/c1ccccc1 | 101.0 | 0
O=C(COc1ccc(-c2nnc(N3CCCCC3)c3ccccc23)cc1)N1CCCCC1 | 102.0 | 0
CCN(CC)C(=O)Cn1nc(C)c(S(=O)(=O)N2CCCCC2)c1C | 101.0 | -0.3
CCN1C(=O)/C(=C\c2ccc(C(C)C)cc2)SC1=S | 100.0 | -0.4
CCOC(=O)CCc1ccc(OCc2ccccc2)c(I)c1 | 106.0 | 0.4
COc1ccccc1OCc1ccc(C(=O)NCC(C)C)o1 | 105.0 | 0.2
NC(=S)N/N=C/CCn1c(=S)sc2ccccc21 | 96.0 | -2.2
N#CC(C#N)=Cc1ccc(N2CCCCC2)cc1 | 123.0 | 4.2
NC(N)=NS(=O)(=O)c1ccc(N)cc1 | 100.0&100.0 | 0&0.2
COc1ccc(-c2nc3scc(CCNS(=O)(=O)c4ccc(F)c(C(F)(F)F)c4)n3n2)cc1OC | 104.0 | -0.8
Cc1ccccc1C(=O)Nc1cc(C)c2c(=O)oc3ccccc3c2n1 | 103.0 | 0.4
CCn1cc(S(=O)(=O)Nc2cc(C(C)(C)C)on2)cn1 | 101.0 | -0.5
CC(=O)N1CCOc2cc(S(=O)(=O)NC(C)c3ccccc3)c(Cl)cc21 (stereo unspecified) | 108.0 | 0.4
CN(C(=O)c1cnccn1)c1c(N)n(Cc2ccccc2)c(=O)[nH]c1=O | 111.0 | 0.2
Cc1cc(NC(=O)/C(C#N)=C/c2ccc(-c3cccc(C(F)(F)F)c3)o2)n(-c2ccccc2)n1 | 109.0 | 0.7
CCC(=O)N1CCc2cc(Br)cc(S(=O)(=O)CCC(=O)N3CCN(c4cc(C)ccc4C)CC3)c21 | 106.0 | 0.2
CC(C)(C)n1nc2c(c1N)CSC2 | 102.0 | 0
CC(=O)Nc1cccc(NS(=O)(=O)c2ccc(C)cc2)c1 | 100.0 | -0.2
c1ccc2c3c(c(CN4CCCC4)cc2c1)COC3 | 106.0 | 0.2
CCOC(=O)c1sc2ncn(CC(=O)Nc3ccc(C)cc3Br)c(=O)c2c1C | 105.0 | 0.1
C1CCCCCC2(CCCCC1)OCC(CN1CCCCC1)O2 (stereo unspecified) | 103.0 | 0.5
NC(=O)c1ccccc1NC(=O)/C=C/c1ccccc1 | 101.0 | 0.3
O=C(CCCc1nnc2c(=O)n(-c3ccc(Cl)cc3)ccn12)N1CCN(c2ccccc2)CC1 | 100.0 | -0.3
CCOC(=O)C1=NN(C(C)=O)C2C(=O)N(Cc3ccccc3)C(=O)C12 (stereo unspecified) | 99.0 | -1
Cc1ccccc1OCc1ccc(-c2nc(C#N)c(N3CCN(c4ccccc4)CC3)o2)o1 | 98.0 | -0.5
CSc1cccc(NC(=O)Cn2cnc(S(=O)(=O)N3CCCC3)c2)c1 | 111.0 | 1.1
CN(C(=O)/C=C/C(=O)O)C1CCCCC1 | 99.0 | 0.2
CCOC(=O)c1c(C)oc2nc(C)nc(NCCCN3CCN(c4cccc(C)c4)C(C)C3)c12 (stereo unspecified) | 97.0 | -1.5
COC(=O)CCc1n[nH]c(=S)[nH]c1=O | 106.0 | 1.5
Cn1sc(=O)c2ccccc21 | 102.0 | 0.3
Cc1ccc(NC(=S)Nc2ccc3nc(-c4ccco4)c(-c4ccco4)nc3c2)cc1 | 99.0 | -0.8
NCC(O)CN1CCN(Cc2ccccc2)CC1 (stereo unspecified) | 104.0 | 0.7
CN(Cc1ccccc1)C(=O)c1cc2c(=O)n(C)c3ccccc3c2s1 | 101.0 | -0.5

Grouped by structure: the compounds so far with a cyano group.
SMILES | PV pol inh | PV pol inh FP z-score
CCNc1nc(NC2CC2)nc(N(C)C#N)n1 | 102.0 | 0
N#CC(C#N)=Cc1ccc(N2CCCCC2)cc1 | 123.0 | 4.2
Cc1cc(NC(=O)/C(C#N)=C/c2ccc(-c3cccc(C(F)(F)F)c3)o2)n(-c2ccccc2)n1 | 109.0 | 0.7
Cc1ccccc1OCc1ccc(-c2nc(C#N)c(N3CCN(c4ccccc4)CC3)o2)o1 | 98.0 | -0.5

(list continues)
SMILES | PV pol inh | PV pol inh FP z-score
CC1=C(C(=O)Nc2ccccn2)C(c2ccc(C)cc2)C2=C(CC(C)CC2=O)N1 (stereo unspecified) | 106.0 | 1.6
O=C(Nc1cccc(NC(=S)NC(=O)c2ccco2)c1)c1ccccc1 | 102.0 | 0
c1csc(-c2nc(NC3CC3)c3ccccc3n2)c1 | 101.0 | -0.2
CCOC(=O)c1ccc(NC(=O)CCn2cnnn2)cc1 | 105.0 | -0.1
O=C1N=C(N2CCOCC2)S/C1=C1\C(=O)N(Cc2ccc(Cl)cc2)c2ccccc21 | 102.0 | 0.1
O=C(c1ccccc1Br)N(Cc1ccco1)C1CCS(=O)(=O)C1 (stereo unspecified) | 114.0 | -0.1
CSC(=NC1CCCCC1)NS(=O)(=O)c1ccccc1 | 100.0 | -0.2
CCCCN(C)Cc1c(O)ccc2c(=O)c(-c3ccccc3OC)c(C(F)(F)F)oc12 | 103.0 | 0.4
CCCNS(=O)(=O)c1ccc(N2CCCCS2(=O)=O)cc1 | 100.0 | -0.1
COC(=O)c1ccc(-c2nc(NC(C)=O)c3c(=O)oc4ccccc4c3n2)cc1 | 101.0 | -0.4
Cc1csc2nc(COc3ccc(NC(=O)COc4ccccc4)cc3)cc(=O)n12 | 110.0 | 0.6
CC(C)c1ccccc1Oc1coc2cc(OCC(=O)NC3CCCCC3)ccc2c1=O | 100.0 | -0.2
Cc1sc(-n2cccc2)c(C(C)NC(=O)Nc2cccc(C(F)(F)F)c2)c1C (stereo unspecified) | 115.0 | 1.2
COc1ccc(-c2nc(CSCC(=O)NCCc3ccc(OC)c(OC)c3)c(C)o2)cc1 | 102.0 | -0.5
CCSc1nc2ccc(C)cc2cc1C#N | 102.0 | 0.2
O=C(CCn1nc(-c2ccccc2)ccc1=O)NC1CC1 | 104.0 | 1.5
Cc1ccc(CNc2ccc3c(c2)nc(C)n3C)cc1 | 103.0 | 0.2
CCOc1ccc(CN(C)CC(O)COc2cccc(Br)c2)cc1 (stereo unspecified) | 98.0 | -0.9
O=S(=O)(NCc1ccc2c(c1)OCO2)c1ccc(N2CCOCC2)nc1 | 104.0 | 1
O=c1[nH]c(=O)c2nc3ccccc3nc2[nH]1 | 97.0 | -1.2
C=CCN1CCN(C(c2ccccc2)c2nnnn2CCC(C)C)CC1 (stereo unspecified) | 103.0 | 0.3
COc1cccc(-n2cc(C(=O)N3CCN(C4CCCCC4)CC3)c3ccccc3c2=O)c1 | 104.0 | 1.3
COC(CN=Cc1c(O)n(C)c(=O)n(C)c1=O)OC | 102.0 | -0.2
O=C(CCSc1ccccc1)Nc1ccccc1C(=O)O | 101.0 | 0
Cc1cc(C)cc(NC(=O)CSc2cc(C)[nH]c(=O)n2)c1 | 105.0 | -0.4
CCCCn1c(NCc2ccccn2)nc2ccccc21 | 99.0 | -0.4
Cc1ccc(CNC(=O)C2CCN(S(=O)(=O)c3c(C)noc3/C=C/c3c(C)cc(C)cc3C)CC2)cc1 | 108.0 | 0.3
CCOc1ccc(CCNC(=O)c2nnc(-c3cccnc3)o2)cc1OCC | 97.0 | -0.4
N#CC1=C2SCC(O)(c3ccccc3)N2C(=O)CC1c1cccs1 (stereo unspecified) | 104.0 | 0.2
COc1cccc(/C=N/n2cnnc2)c1OC | 104.0 | 0.5
CN(C)c1ccc(CNc2nc3ccccc3n2CCN2CCCCC2)cc1 | 103.0 | 0.3
CC(=O)n1c(O)c(/C=C2\C=c3ccc(C)cc3=NC2=O)sc1=N | 96.0 | -1.3
COc1cccc(C(=O)Cn2c(=O)n(CCC(=O)NCC3CCCO3)c(=O)c3cc(OC)c(OC)cc32)c1 (stereo unspecified) | 104.0 | 0.8
O=C(NCc1ccc2c(c1)OCO2)c1ccc(CN2CCOCC2)cc1 | 107.0 | 1.8
Cc1sc2nc3c4ccccc4c(N4CCC(C)CC4)nn3c(=O)c2c1C | 103.0 | 0.4
CC(C)(C)C(=O)NC1(C(F)(F)F)NC(=O)N(c2ccc(F)cc2)C1=O (stereo unspecified) | 106.0 | 0.3
CCn1cc(C(=O)N2CCC(C(=O)OC)CC2)c(=O)c2ccc(C)nc21 | 104.0 | 0.1
CCOc1ccc(NC(=O)CCn2cnc3onc(-c4ccc(F)cc4)c3c2=O)cc1 | 114.0 | 0.8
O=C1CS/C(=N\N2CCOCC2)N1Cc1ccccc1 | 101.0 | 0.1
O=C(O)CC1NC(=O)N(c2ccccc2)C1=O (stereo unspecified) | 100.0 | -0.4

Exported with two lines to a compound: entries from further up.
The line under a structure holds: PV pol inh | PV pol inh FP z-score
- COc1cccc(-n2cc(C(=O)N3CCN(C4CCCCC4)CC3)c3ccccc3c2=O)c1
 : 104.0 | 1.3
- COC(CN=Cc1c(O)n(C)c(=O)n(C)c1=O)OC
 : 102.0 | -0.2
- O=C(CCSc1ccccc1)Nc1ccccc1C(=O)O
 : 101.0 | 0
- Cc1cc(C)cc(NC(=O)CSc2cc(C)[nH]c(=O)n2)c1
 : 105.0 | -0.4
- CCCCn1c(NCc2ccccn2)nc2ccccc21
 : 99.0 | -0.4

Following part:
SMILES | PV pol inh | PV pol inh FP z-score
Cc1noc(/C=C/N(C)C)c1S(=O)(=O)N1CCC(C(=O)O)CC1 | 98.0 | -0.9
COc1ccc(CCNC(=O)Cc2c(C)c3cc4c(C)coc4cc3oc2=O)cc1OC | 111.0 | 0.6
CCOC(=O)c1c(S(=O)(=O)N2CCC(C(=O)Nc3ccc(C)c(Cl)c3)CC2)c(C)n(C)c1C | 106.0 | 0.1
CN(C(=O)CS)c1nc2c3ccccc3ncn2n1 | 125.0 | 3.1
COc1ccc(C2(Nc3cccc(C(=O)O)c3C)C(=O)c3ccccc3C2=O)cc1 | 109.0 | 0.1
CCOC(=O)c1c(C)n(-c2ccccc2)c2ccc(OC(=O)c3ccccc3)cc12 | 99.0 | -0.6
C=CCn1c(/N=C/c2ccc3c(c2)OCO3)nc2ccccc21 | 103.0 | 0.2
COc1ccc(-c2nc3ccccc3o2)cc1NC(=O)c1cccnc1 | 105.0 | -0.1
Cc1cc(C)nc(SCCS(=O)(=O)c2ccc(C(C)(C)C)cc2)n1 | 100.0 | -0.4
CC(C)C1C(C=C(Cl)Cl)C1C(=O)N1CCN(Cc2ccccc2)CC1 (stereo unspecified) | 100.0 | -0.7
CC(C)C(=O)Nc1ccc(C2=Nn3cc(-c4ccccc4)nc3SC2C)cc1 (stereo unspecified) | 102.0 | 0
O=C1CN(c2ccccc2)S(=O)(=O)c2ccccc2N1 | 102.0 | -0.1
CN1C(=O)N(c2ccc(Cl)cc2)C(C)(O)CC1(C)C (stereo unspecified) | 104.0 | 0
COc1cc(OC)c(NC(=O)c2cn(C)c(=O)c3cc(OC)c(OC)cc23)cc1Cl | 106.0 | 0.4
Cc1cccc(/C=C2\SC(=O)N(CCC(=O)Nc3ccccc3N3CCOCC3)C2=O)c1 | 105.0 | 0.7
